# MCL1-BIM inh: MCL1-BIM-BH3 interaction inhibition (human); Q07820; GST-MCL1 / FITC-Bim-BH3 fluorescence polarization; inhibition, % at 10.9 µM; actives 0.68% (n = 320,000); AID 2057;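 active = inhibition above the mean inhibition of all tested compounds plus 3 SD, set per campaign, cut at about 40% in these data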;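 also: 0% = DMSO wells and 100% = unlabeled Bim-BH3 peptide control; higher means more loss of mP so more displacement of Bim peptide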
# Target sequence (Q07820 whole entry, looked up): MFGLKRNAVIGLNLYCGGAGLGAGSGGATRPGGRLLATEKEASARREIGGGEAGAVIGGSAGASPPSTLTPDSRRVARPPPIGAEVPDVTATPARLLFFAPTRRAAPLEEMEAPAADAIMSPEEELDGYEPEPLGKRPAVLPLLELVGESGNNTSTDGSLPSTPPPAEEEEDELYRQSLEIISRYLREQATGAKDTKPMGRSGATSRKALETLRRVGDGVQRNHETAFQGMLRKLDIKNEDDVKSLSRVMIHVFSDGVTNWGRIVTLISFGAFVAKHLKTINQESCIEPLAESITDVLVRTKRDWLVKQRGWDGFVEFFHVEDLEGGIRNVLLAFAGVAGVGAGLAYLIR
# VLA-4 inh: inhibition in a human VLA-4 binding assay; P13612; VLA-4 expressing cells, ligand binding flow cytometry; inhibition, % (about 7 µM as worked out from the volumes in the protocol); actives 0.2% (n = 330,000); AID 2557; in the data active = inhibition above about 50%
# MEX-5 binding: C. elegans MEX-5 TCR-2 RNA binding activity; actives 0.38% (n = 300,000); AID 1832; Q9XUB2; activity score (negative = inhibition of binding), % at 10 µM; MEX-5/FITC-TCR2 RNA binding, fluorescence polarization; hits give low values;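 active = inhibition past about -25% in most replicates, and total fluorescence under double the plate's negative control median, limit read from the data; inconclusive = replicates evenly split on the limit, or fluorescence at least double controls; inactive = too little inhibition in most replicates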;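 also: 0% = DMSO and -100% = 5 µM competing unlabeled TCR2 RNA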
# GRK2 inh: inhibitors of human GRK2 displacing RNA aptamer. actives 0.59% (n = 330,000). inhibition of aptamer binding, % at 10 µM. bead flow cytometry, FAM-aptamer displacement from GRK2. P25098. AID 488847;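 active = inhibition of aptamer binding above 40%, roughly 3 SD of noise, on plates passing a quality check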;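 also: median bead fluorescence of bound FAM aptamer so fluorescent compounds give negative values; no value below 0 was filed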
# AGP1 TOR yeast: yeast TOR pathway AGP1-GFP modulation; S. cerevisiae AGP1-GFP multiplex flow cytometry, 3 h; GFP as percent of DMSO wells; GFP response vs DMSO, % at 10 µM; actives 0.02% (n = 320,000);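 active = GFP response relative to DMSO above a set limit, near screen average plus 3 SD, cut at about 150% in these data; inconclusive = fewer than 70 cells counted for the yeast strain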;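 also: median GFP channel fluorescence of the gated AGP1 strain per well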
# GLD-1 TGE inh: GLD-1-TGE RNA interaction inhibition (C. elegans). Q17339. purified GLD-1 + fluorescein TGE RNA, fluorescence polarization. inhibition, % at 5.96 µM. actives 0.44% (n = 320,000);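 active = percent inhibition above a per-plate cutoff, the plate mean of test compounds plus 3 SD, cut at about 30% in these data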;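 also: 0% = DMSO wells with GLD-1 and probe and 100% = wells lacking GLD-1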
# Target sequence (Q17339 whole entry, looked up): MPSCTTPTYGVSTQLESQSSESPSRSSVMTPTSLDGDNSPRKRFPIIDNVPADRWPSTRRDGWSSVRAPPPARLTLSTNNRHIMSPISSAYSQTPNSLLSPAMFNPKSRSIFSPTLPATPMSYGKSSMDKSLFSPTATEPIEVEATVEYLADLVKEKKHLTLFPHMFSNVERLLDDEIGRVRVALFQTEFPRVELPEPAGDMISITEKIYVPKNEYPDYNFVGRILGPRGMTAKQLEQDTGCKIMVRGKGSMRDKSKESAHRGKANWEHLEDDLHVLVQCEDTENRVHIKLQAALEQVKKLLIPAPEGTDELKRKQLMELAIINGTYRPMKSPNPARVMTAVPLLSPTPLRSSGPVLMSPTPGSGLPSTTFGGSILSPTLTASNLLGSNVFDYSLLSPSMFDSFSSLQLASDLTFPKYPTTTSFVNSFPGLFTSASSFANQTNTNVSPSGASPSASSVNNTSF
# CR mimetic SO: yeast age-related superoxide inhibition as caloric restriction mimetic; superoxide response (% of plate mean), % at 10 µM; actives 0.18% (n = 330,000); AID 2690; S. cerevisiae aged cells, superoxide DHE fluorescence; hits give low values;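 active = superoxide response under a set limit, about three screen SD below normal, cut at about 65% in these data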;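 also: yeast aged for seven days with compound at 30 °C before DHE staining; 100% = average MFI of all compound-treated wells on the plate with controls excluded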
# CIT2 TOR yeast: yeast TOR pathway CIT2-GFP modulation | S. cerevisiae CIT2-GFP strain, flow cytometry, 3 h; 100 means same as DMSO wells | GFP response vs DMSO, % at 10 µM | AID 2029 | actives 0.065% (n = 320,000);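 active = GFP response relative to DMSO above a set limit, near the screen mean plus 3 SD, cut at about 150% in these data; inconclusive = Fewer than 70 cells measured for a yeast strain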;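 also: ratio of well median GFP fluorescence to mean of DMSO wells on the plate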
# BCLXL inh: Bcl-xL (human) inhibition; GST-Bcl-xL / FITC-Bim BH3 peptide fluorescence polarization; actives 0.7% (n = 320,000); inhibition, % at 10.9 µM; AID 2129; Q07817;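 active = inhibition above the mean of all tested compounds plus 3 SD, cutoff set per campaign, cut at about 30% in these data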;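 also: 0% = DMSO wells and 100% = unlabeled Bim-BH3 peptide competitor; inhibitors lower millipolarization by displacing the labeled peptide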
# Target sequence (Q07817 whole entry, looked up): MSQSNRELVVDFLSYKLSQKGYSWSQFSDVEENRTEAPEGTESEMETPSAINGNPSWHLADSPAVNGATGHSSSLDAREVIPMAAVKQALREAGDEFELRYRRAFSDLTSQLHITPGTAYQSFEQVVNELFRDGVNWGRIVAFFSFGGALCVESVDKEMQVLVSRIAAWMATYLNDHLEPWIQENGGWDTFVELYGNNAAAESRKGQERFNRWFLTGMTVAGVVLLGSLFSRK
# Active calls of the source: *; ? = inconclusive; . = not tested or not shown; [ ] = remark or other dose. This is a random part of the collection; overall some 2.1% were active at least once.
# Screens in order: MCL1-BIM inh	VLA-4 inh	MEX-5 binding	GRK2 inh	AGP1 TOR yeast	GLD-1 TGE inh	CR mimetic SO	CIT2 TOR yeast	BCLXL inh
CCC1CCCCN1CCCNC(=O)COc1cc(=O)n(C)c2ccccc12 (stereo not given)
  13	14	-0.3	0	?	4	101	?	3
CCCc1cc(=O)oc2cc(C)cc(OC(C)C(=O)NCCCn3ccnc3)c12 (stereo not given)
  -4	8	3.4	2	104	3	105	111	-1
CC1(C)SC2c3ccccc3C(=O)N2[C@@H]1C(=O)NCc1ccco1 (stereo not given in full)
  12	26	2.0	4	110	2	110	105	10
COC(=O)c1ccccc1NC(=O)C1CCCCC1C(=O)O (stereo not given)
  9	-1	2.4	0	100	0	95	98	9
N#CC(C(=O)NCc1ccco1)c1nc2ccccc2nc1N1CCOCC1 (stereo not given)
  -2	-8	-7.7	2	83	7	102	80	4
NC(=O)C1Cc2ccccc2CN1S(=O)(=O)c1ccc(Cl)s1 (stereo not given)
  12	-1	0.9	0	99	0	95	96	6
Cc1ccc(-c2noc(CNCCCN(C)C)n2)cc1
  -7	-4	-3.0	0	99	-3	102	93	-2
CSc1nc2ccccc2n1CC(=O)Nc1ccccc1
  -1	2	3.0	0	?	1	106	?	1
O=C(CCC(=O)N1CCSc2ccccc21)NCc1cccc(Cl)c1
  -2	-19	-2.9	4	106	-3	93	107	2
CCOC(=O)CSc1nc2ccccc2n1C(=O)OCC
  -28	-6	-3.1	0	100	-32	105	102	-16
O=C(CN1CCc2cc3c(cc2C1)OCCCO3)Nc1cccc([N+](=O)[O-])c1
  3	23	-1.1	2	93	1	106	92	8
N/C(=N\OC(=O)CCc1ccccc1)c1ccccc1Cl
  6	30	2.3	4	95	8	117	105	4
CCOP(=O)(OCC)C(Nc1cccc(C)c1)c1ccc(F)cc1 (stereo not given)
  -3	0	-0.7	0	110	4	99	97	1
S=c1[nH]nc(-c2ccccn2)n1/N=C/c1ccco1
  2	-2	1.9	3	98	3	78	99	-1
Cc1cccc(-n2c(C)nc3ccsc3c2=O)c1
  4	2	.	0	107	4	114	100	1

# Grouped by structure: those above containing sulfur (7)
# Screens in order: MCL1-BIM inh	VLA-4 inh	MEX-5 binding	GRK2 inh	AGP1 TOR yeast	GLD-1 TGE inh	CR mimetic SO	CIT2 TOR yeast	BCLXL inh
CC1(C)SC2c3ccccc3C(=O)N2[C@@H]1C(=O)NCc1ccco1 (stereo not given in full)
  12	26	2.0	4	110	2	110	105	10
NC(=O)C1Cc2ccccc2CN1S(=O)(=O)c1ccc(Cl)s1 (stereo not given)
  12	-1	0.9	0	99	0	95	96	6
CSc1nc2ccccc2n1CC(=O)Nc1ccccc1
  -1	2	3.0	0	?	1	106	?	1
O=C(CCC(=O)N1CCSc2ccccc21)NCc1cccc(Cl)c1
  -2	-19	-2.9	4	106	-3	93	107	2
CCOC(=O)CSc1nc2ccccc2n1C(=O)OCC
  -28	-6	-3.1	0	100	-32	105	102	-16
S=c1[nH]nc(-c2ccccn2)n1/N=C/c1ccco1
  2	-2	1.9	3	98	3	78	99	-1
Cc1cccc(-n2c(C)nc3ccsc3c2=O)c1
  4	2	.	0	107	4	114	100	1

# Additional entries:
# Screens in order: MCL1-BIM inh	VLA-4 inh	MEX-5 binding	GRK2 inh	AGP1 TOR yeast	GLD-1 TGE inh	CR mimetic SO	CIT2 TOR yeast	BCLXL inh
Oc1ccc(-c2cnc(-c3ccc(O)cc3)nc2)cc1
  13	-1	0.1	0	105	7	92	114	10
CC[C@@]12C(=O)N(c3cccc(F)c3)C(=O)N1[C@H](c1cccc(C)c1)[C@@H]1C(=O)N(Cc3ccccc3)C(=O)[C@@H]12
  11	-5	-0.8	0	84	13	104	101	6
COc1ccc(-c2n[nH]c(=S)n2N)c(OC)c1
  -5	3	1.6	2	94	4	115	95	-13
Cc1noc(/C=C/N(C)C)c1S(=O)(=O)N1CCCC(C(=O)NCCC2=CCCCC2)C1 (stereo not given)
  -29	16	11	0	100	0	105	93	-23
CCc1ccc(N=CC2=C(O)CC(c3ccco3)CC2=O)cc1 (stereo not given)
  -1	9	1.2	0	98	6	82	107	5
Cn1c(=O)c(=O)n(C)c2cc(N3CCOCC3)c(NS(=O)(=O)c3ccc(F)c(Cl)c3)cc21
  0	16	-1.6	0	102	-3	88	97	3
O=P1(O)C=C(c2ccccc2)NC(c2ccccc2)=C1
  2	17	1.2	0	101	0	105	96	-2
CSc1ccccc1NC(=O)CN(C)C(=O)c1ccc(NC(=O)c2cccs2)cc1
  5	-9	.	5	97	-1	126	99	6
O=C(O)CCCC(=O)Nc1cccc(C(F)(F)F)c1
  1	2	-0.1	1	103	-2	101	92	4
Cc1ccc(C)c(N2CCN(C(c3ccc(N(C)C)cc3)c3nnnn3C(C)(C)C)CC2)c1 (stereo not given)
  4	-3	-0.7	2	106	4	101	.	1
COC(=O)N/N=C/c1ccc(OC(=O)/C=C/c2ccco2)cc1
  2	-4	0.7	2	111	1	95	102	0
Cc1cc(NC(CC(C)C)C(=O)O)nc(Cc2ccccc2)n1 (stereo not given)
  13	8	-0.1	1	99	4	111	95	8
Cc1nn(CC(=O)NCCCN2CCC(N3CCCCC3)CC2)c(=O)c2cc(-c3ccccc3)nn12
  0	-82	-2.9	0	96	-5	104	98	0
O=C1c2ccncc2C(=O)N1CO
  8	14	.	1	104	0	119	98	8
CCn1nnnc1SCC(=O)Nc1ccc(OCc2ccccc2)cc1
  7	-6	.	2	100	-8	113	98	3
O=C(O)c1cccc(-n2cccc2/C=C/[N+](=O)[O-])c1
  72*	1	-36*	51*	103	20	124	92	44*
Cc1ccc(C(=O)N2CCC(C(=O)NCc3ccco3)CC2)cc1
  3	5	-1.3	2	94	4	91	101	3
CCOc1cc(/C=N\NC(=O)c2ccc(NC(=O)C(C)(C)C)cc2)ccc1OC(=O)c1cccc(C)c1
  13	13	1.7	0	107	1	101	111	9
CSc1ccc(C(=O)C2CCCN(C(=O)Cc3nonc3C)C2)cc1 (stereo not given)
  -2	24	-3.0	0	106	1	110	109	4
Cn1c(SCc2nc(-c3ccc(Br)cc3)no2)nnc1-c1ccco1
  4	-2	3.1	0	99	1	106	88	6
CCOC(=O)c1c(NC(=O)CN2C(=O)NC3(CCC(C)CC3)C2=O)sc(C(=O)N(C)C)c1C (stereo not given)
  -14	-1	-0.3	3	110	3	96	96	-10
Cc1ccc(NC(=O)COc2coc(CN3CCc4ccccc43)cc2=O)cc1Cl
  11	-2	1.5	0	105	3	105	100	3
Oc1ccccc1C1=Nc2nc3ccccc3n2C(c2ccccc2)C1 (stereo not given)
  1	-23	1.7	0	96	5	107	103	2
CCc1ccc2oc(C(=O)Nc3cccnc3)c(C)c2c1
  11	1	1.3	0	85	2	106	106	4
CCc1ccc(NC(=O)CCn2c(=O)oc3ccccc32)cc1
  2	5	-1.5	0	101	7	108	94	1
COc1ccc(Cc2cc(NCc3ccccc3)c3ncn(C(C)C)c3c2)cc1
  .	12	.	97*	102	1	92	109	.
N#C/C(=C\c1cccnc1)c1ccccc1[N+](=O)[O-]
  -2	3	-1.8	3	95	1	129	99	2
CCOC(=O)C1=CC[C@H]2c3c(c4ccccc4n3C)C(=O)C1N2C
  3	0	.	0	103	2	101	102	3
O=C(CCc1ccccc1)Nc1ccc2c(c1)OCO2
  -2	19	-2.1	0	100	-33	98	105	-4
COc1ccc(CC(=O)NCc2n[nH]c(=S)n2-c2ccccc2OC)cc1
  -5	5	-1.6	0	102	-7	95	108	-4

# Next section, overlapping the part above by 3 compounds.
# Screens in order: MCL1-BIM inh	VLA-4 inh	MEX-5 binding	GRK2 inh	AGP1 TOR yeast	GLD-1 TGE inh	CR mimetic SO	CIT2 TOR yeast	BCLXL inh
CCOC(=O)C1=CC[C@H]2c3c(c4ccccc4n3C)C(=O)C1N2C
  3	0	.	0	103	2	101	102	3
O=C(CCc1ccccc1)Nc1ccc2c(c1)OCO2
  -2	19	-2.1	0	100	-33	98	105	-4
COc1ccc(CC(=O)NCc2n[nH]c(=S)n2-c2ccccc2OC)cc1
  -5	5	-1.6	0	102	-7	95	108	-4
CN(C)C1=NC[C@H](Cc2ccccc2)N1CCCC1CCCCC1
  6	6	.	0	105	1	100	102	5
O=C(O)COc1ccc(Cl)cc1CO
  -4	5	1.6	2	93	4	84	90	3
COCc1cc(C)nc(SCc2ccc(Br)cc2)c1C#N
  -5	4	2.3	1	.	-1	89	.	-4
Cc1cccc(NNC(N)=S)c1C
  0	-1	-1.9	4	105	3	86	94	1
CC1(C)Cc2c(sc3nnn(Cc4ccccc4)c(=O)c23)CO1
  3	.	-0.5	3	97	8	94	87	3
O=C(CSCc1c(F)cccc1Cl)NCC1CCCO1 (stereo not given)
  3	1	0.9	0	.	8	98	89	-10
CCC(=O)Nc1cccc(NC(=O)CSc2nnc(C(C)C)n2CC)c1
  -6	4	-2.4	2	112	7	92	95	0
CCCCC(=O)Nc1ccc(N2CCN(C(=O)c3ccco3)CC2)cc1
  6	14	-0.1	1	95	2	104	90	0
Cc1ccc(-n2nc(C)c(C(C)(O)C(F)(F)F)c2N)cc1 (stereo not given)
  0	-11	0.5	5	12[may fluoresce violet]	4	88	?	1
CC(C)(C)C(=O)Nc1cccc(-c2ncon2)c1
  4	6	-2.0	0	104	2	105	87	-1
CCN(CC)C(=O)Cc1ccccc1
  0	23	-0.1	0	95	-5	97	95	5
COc1ccc2[nH]c(=O)c(CN(C(C)=O)c3ccc(C)cc3C)cc2c1
  12	-7	1.9	.	94	7	105	111	1
Nc1ccc(S(=O)(=O)c2ccc(Cl)cc2)cc1
  1	0	-2.2	0	105	6	103	99	2
NC(=O)c1ccsc1NC(=O)COC(=O)CNC(=O)c1cccc([N+](=O)[O-])c1
  16	-1	.	7	91	3	106	89	3
CCc1ccc(NC(=O)CC2C(=O)N(c3ccc(C)cc3)C(=O)N2C2CC2)cc1 (stereo not given)
  -3	4	0.6	1	106	3	102	90	2
O=S(=O)(Nc1ncccn1)c1ccc(NC(=S)Nc2ccccc2)cc1
  11	9	-0.8	0	100	-5	100	105	0
S=C(NCc1cccnc1)Nc1ccc2c(c1)OCO2
  4	5	-2.5	0	98	15	105	91	-2
O=C(CCN1C(=O)CSC1=O)Nc1ccc(Br)cc1
  4	4	0.6	0	106	-4	94	106	6
O=C(O)c1ccc(NS(=O)(=O)/C=C/c2ccccc2)cc1O
  4	-4	-0.3	2	99	-28	92	.	5
COc1ccc(OC)c(/C=C/C(=O)OCC(=O)NC2CCCCCCC2)c1
  0	11	.	3	104	1	112	99	1

# From PubChem
